High-throughput results (PubChem)
CF NFkB block: inhibitors of PAF-induced NF-kB signaling, primary screen, cell-based, GFP fluorescence, uHTS; KKLEB NF-kB-GFP reporter, GFP fluorescence overnight; inhibition, % at 5 µM; 360,000 tested, 0.86% active; AID 588850, 2011;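 active = at least 50% inhibition at 5 µM, scaled per plate between neutral and stimulator controls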;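 also: PAF is a Pseudomonas aeruginosa culture filtrate used as stimulus; plate controls were PAF-stimulated DMSO wells for no effect and unstimulated DMSO wells for full effect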
NCOA1 inh: SRC1 coactivator transcriptional activity inhibitors, primary screen, cell-based, luminescence. Nuclear receptor coactivator 1 (Homo sapiens), Q15788. HEK293 GAL4-SRC1 luciferase reporter. inhibition, % at 3.6 µM. 360,000 tested, 0.12% active. AID 588354, 2011;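 active = inhibition above the campaign mean plus 3 SD, with each screening campaign given its own cutoff, cut at about 60% in these data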;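 also: 0% = DMSO treated cells and 100% = gossypol at 36 µM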
Target sequence (Q15788 whole entry, looked up, the tested form may be a part): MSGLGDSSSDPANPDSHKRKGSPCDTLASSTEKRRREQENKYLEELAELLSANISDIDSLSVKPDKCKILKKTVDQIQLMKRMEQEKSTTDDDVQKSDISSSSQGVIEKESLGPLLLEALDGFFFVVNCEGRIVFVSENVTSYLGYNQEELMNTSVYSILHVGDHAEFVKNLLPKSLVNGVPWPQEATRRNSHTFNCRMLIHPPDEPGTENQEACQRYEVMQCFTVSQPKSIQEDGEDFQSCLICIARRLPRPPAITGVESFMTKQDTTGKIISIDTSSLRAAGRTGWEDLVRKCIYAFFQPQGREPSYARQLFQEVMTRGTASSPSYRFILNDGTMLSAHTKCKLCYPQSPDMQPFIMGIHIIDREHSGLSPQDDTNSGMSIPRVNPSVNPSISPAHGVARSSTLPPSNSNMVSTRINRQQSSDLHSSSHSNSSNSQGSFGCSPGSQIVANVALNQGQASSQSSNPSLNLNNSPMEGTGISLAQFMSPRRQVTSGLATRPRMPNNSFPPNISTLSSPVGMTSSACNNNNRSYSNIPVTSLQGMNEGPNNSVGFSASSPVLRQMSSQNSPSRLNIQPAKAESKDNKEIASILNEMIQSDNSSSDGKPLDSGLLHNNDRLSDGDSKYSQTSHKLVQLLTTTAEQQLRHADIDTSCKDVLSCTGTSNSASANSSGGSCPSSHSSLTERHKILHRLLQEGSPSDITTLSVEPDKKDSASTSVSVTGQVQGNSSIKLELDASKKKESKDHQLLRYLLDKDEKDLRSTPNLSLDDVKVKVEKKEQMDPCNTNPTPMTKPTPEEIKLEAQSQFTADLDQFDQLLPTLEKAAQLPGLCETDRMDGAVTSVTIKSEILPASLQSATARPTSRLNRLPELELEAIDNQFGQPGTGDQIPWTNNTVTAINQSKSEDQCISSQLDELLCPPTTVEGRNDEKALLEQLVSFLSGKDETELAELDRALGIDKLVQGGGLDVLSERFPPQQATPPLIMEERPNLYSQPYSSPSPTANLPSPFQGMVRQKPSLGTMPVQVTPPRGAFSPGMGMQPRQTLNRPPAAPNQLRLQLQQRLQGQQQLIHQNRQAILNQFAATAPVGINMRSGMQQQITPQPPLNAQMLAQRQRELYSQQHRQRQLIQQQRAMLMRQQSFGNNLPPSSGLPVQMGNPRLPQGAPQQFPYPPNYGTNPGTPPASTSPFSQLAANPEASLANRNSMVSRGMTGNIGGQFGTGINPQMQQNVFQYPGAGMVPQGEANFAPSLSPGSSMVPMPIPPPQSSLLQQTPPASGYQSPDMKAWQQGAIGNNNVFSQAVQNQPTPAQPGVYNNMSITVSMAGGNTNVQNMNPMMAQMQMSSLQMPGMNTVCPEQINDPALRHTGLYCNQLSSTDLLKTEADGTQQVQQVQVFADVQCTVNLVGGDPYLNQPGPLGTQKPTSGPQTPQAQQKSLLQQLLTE
TROY NFkB inh: inhibitors of TROY-driven NF-kB signaling, primary screen, Q293 LMP1-TROYcd cells, NF-kB luciferase, uHTS; Q293 LMP1-TROYcd NF-kB luciferase reporter, 4 h; inhibition, % at 10 µM; 360,000 tested, 0.98% active; AID 1347056, 2019;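 active = compounds whose plate-normalised and pattern-corrected inhibition of the luciferase reporter signal at the single screening dose is 50% or more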
C8 TRAIL sens: viability loss with TRAIL in NB7+C8 cells, primary screen, TRAIL sensitizer project, cell-based, ATPlite luminescence | inhibition (viability loss, TRAIL sensitization), % at 10 µM | 360,000 tested, 1% active | AID 624354, 2012;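 active = compounds causing at least 50% loss of cell viability in the single-dose screen, relative to plate controls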
NR5A2 inv ag: LRH-1 (NR5A2) inverse agonists, primary screen, cell-based, luminescence, HEK293T, StAR-luciferase reporter; 360,000 tested, 0.13% active; LRH-1 transfected, 24 h; Nuclear receptor subfamily 5 group A member 2 (Homo sapiens), O00482; inhibition, % at 3.6 µM;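 active = inhibition above the mean inhibition of all tested compounds plus 3 SD, cut at about 73% in these data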;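 also: 0% = DMSO wells and 100% = reporter-only cells lacking LRH-1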
TWEAK Fn14 block: inhibitors of TWEAK-Fn14 signaling, primary screen, luciferase reporter cells, uHTS; TWEAK-stimulated Fn14 reporter cells, luciferase luminescence, 8 h; inhibition, % at 10 µM; 360,000 tested, 2% active; AID 1159606, 2016; in the data active = inhibition above about 50%
NCOA3 inh: SRC3 coactivator transcriptional activity inhibitors, primary screen, cell-based, luminescence | AID 588352, 2011 | 360,000 tested, 0.17% active | Nuclear receptor coactivator 3 (Homo sapiens), Q9Y6Q9 | inhibition, % at 3.6 µM | HEK293 GAL4-SRC3 luciferase reporter;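 active = inhibition above a per-campaign cutoff, the mean of all compounds plus 3 SD, cut at about 60% in these data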;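 also: 0% = DMSO-treated cells and 100% = gossypol-treated cells at 36 µM; higher means less SRC3-driven luciferase light from the GAL4 reporter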
Shn3 3UTR inh: reduction of Shn3 3'UTR firefly luciferase signal, primary screen, Schnurri-3 inhibitor project, cell-based, Clone20 osteoblasts, set 2; Clone20 osteoblast Shn3 3'UTR firefly luciferase, 24 h; inhibition, % at 12.5 µM; 360,000 tested, 0.52% active; AID 588674, 2011;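 active = mean inhibition of at least 75% with every replicate also reaching 75%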;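 also: 0% = median of neutral control wells and 100% = pilot-screen positive control compound; some compounds past the cut are filed as inactive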
KKLEB tox: cytotoxicity in KKLEB CF airway cells, primary screen, cytotoxicity control for CF NF-kB inhibitor project, cell-based, uHTS, fluorescence assay plates; 360,000 tested, 0.36% active; KKLEB CF airway cells viability, ATPlite luminescence, overnight; stronger effect = lower value; cells stimulated with P. aeruginosa culture filtrate; activity change (cytotoxicity), % at 5 µM;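 active = corrected activity change at or below -50% at 5 µM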
EBV LMP1 NFkB: EBV LMP1-driven NF-kappaB luciferase reporter inhibitors, primary screen, cell-based, luminescence, single point. LMP1-induced NF-kappaB luciferase reporter cells. inhibition, % at 12.5 µM. 350,000 tested, 0.69% active; in the data active = inhibition above about 41%;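 also: 0% = neutral control wells and 100% = reference inhibitor control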
NR2F2 inh: NR2F2 transcriptional activity inhibitors, primary screen, cell-based, luciferase reporter, HEK293T, luminescence. COUP transcription factor 2 (Homo sapiens), P24468. HEK293T NGFI-A luciferase reporter. inhibition, % at 8.6 µM. 370,000 tested, 0.7% active;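 active = inhibition above a per-plate cutoff, mean inhibition of test wells between control levels plus 3 SD, cut at about 38% in these data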;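 also: cells cotransfected with COUP-TFII expression vector driving the NGFI-A reporter; 0% = median of COUP-TF2 test wells and 100% = reporter-only cells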
An asterisk follows results filed as active; nt = not tested or not shown. Some of the compounds tested, so the mix of outcomes need not match the whole.

no.	smiles	CF NFkB block	NCOA1 inh	TROY NFkB inh	C8 TRAIL sens	NR5A2 inv ag	TWEAK Fn14 block	NCOA3 inh	Shn3 3UTR inh	KKLEB tox	EBV LMP1 NFkB	NR2F2 inh
1	O=C(COC(=O)c1ccc2c(c1)C(=O)N(Cc1ccncc1)C2=O)Nc1ccccc1[N+](=O)[O-]	-4	-19	4	-5	17	-22	4	-31	-3	0	4
2	O=C(Cn1cc(C(F)(F)F)ccc1=O)N/N=C/c1ccc(F)cc1	-8	6	-2	-1	-4	-1	-10	3	5	1	8
3	CCN(C[C@H]1N[C@@](CC)(C(=O)OC)[C@H]2C(=O)N(C)C(=O)[C@@H]12)C(=O)Nc1ccc(Cl)cc1	-2	4	-63	5	-21	-20	-28	-8	7	-13	-8
4	O=[N+]([O-])c1cc(S(=O)(=O)N2CCCCC2)ccc1NCc1cccc(Cl)c1	0	-7	1	2	4	21	6	8	4	-14	2
5	Cc1c(-n2c(-c3ccccc3)nc3ccccc3c2=O)c(=O)n(-c2ccccc2)n1C	2	7	-20	-4	-21	6	10	19	1	6	-3
6	CC(C)C[C@H]1CN([C@@H](CC(C)C)CN2CCCC2CN2C(=S)NC[C@@H]2Cc2ccccc2)C(=S)N1CC1CCCCC1 (stereo partly drawn)	nt	nt	10	12	3	5	nt	nt	nt	nt	-7
7	OC(COC(c1ccc(Cl)cc1)c1ccc(Cl)cc1)CN1CCCC1 (stereo not drawn)	4	10	-2	4	4	-26	6	33	-8	-6	-15
8	CN1CCN(C(=O)c2cnn(-c3ccccc3)c2NC(=O)c2ccc(Br)cc2)CC1	-11	-5	-8	1	2	5	13	-11	1	6	4
9	COc1ccc(C(=O)NCCS(=O)(=O)N2CCN(C(=O)c3ccco3)CC2)cc1	-11	-41	32	-13	0	-12	6	11	6	3	0
10	CC1CCN(Cc2nc(-c3ccc(Cl)cc3)no2)CC1	13	-13	-44	-11	-16	-20	-27	-18	-11	-9	10
11	CCOC(=O)c1ccc(NC(=O)C2CCN(S(=O)(=O)c3c(C)nn(C)c3C)CC2)cc1	10	-2	0	-5	-7	4	-37	17	-16	-3	-18
12	Cc1ccccc1NC(=O)Nc1ccccc1C(N)=O	-11	4	12	-7	33	-18	11	-15	6	-2	5
13	Cc1cc(C(=O)CCl)c(C)n1-c1c(C)n(C)n(-c2ccccc2)c1=O	39	-32	3	5	8	24	22	1	6	14	-6
14	COc1ccccc1Nc1nc(-c2ccccc2O)nc2ccccc12	-17	-16	7	-2	15	5	3	2	-5	-3	8
15	O=C(Nc1ccc(F)cc1)Oc1ccccc1N1CCOCC1	13	-3	-24	-7	-2	-23	1	-5	-1	3	-7
16	O=C(O)C(C(O)c1ccc([N+](=O)[O-])cc1)[n+]1ccccc1 (stereo not drawn)	-6	-15	7	-6	2	0	6	-8	16	-2	-28
17	CC1(c2nnc(-c3ccccc3)o2)CC(c2ccc(Cl)cc2)=NO1 (stereo not drawn)	-2	-22	-16	-2	16	-27	1	-20	-1	2	13
18	c1ccc(-c2nnc(CN3CCCc4ccccc43)o2)cc1	-10	-14	-15	-8	-24	-11	-6	2	0	4	-17
19	O=C1CN2NC(=S)N(c3ccc(Cl)cc3)C2=CN1c1ccc(Cl)cc1	8	-35	-6	25	5	-2	-19	-9	7	-9	18
20	CCc1ccccc1N=C1S/C(=C/c2ccccc2OCC(=O)N2CCOCC2)C(=O)N1C	1	5	30	8	-16	32	15	-5	0	-6	-1
21	CN1C(=O)/C(=C2\SC(=S)N(C(CCC(=O)O)C(=O)O)C2=O)c2ccccc21 (stereo not drawn)	7	-15	8	-2	9	1	-14	2	-1	-5	-7
22	COC(=O)c1cn(NC(=O)C2COc3ccccc3O2)c(=O)c2ccccc12 (stereo not drawn)	-19	-6	7	-18	7	6	-2	-11	1	6	-19
23	N=c1c2c(n(Cc3ccc(Cl)cc3)c3c1CCC3)CCC2	30	48	24	43	92*	42	70*	79	-14	15	67*
24	CC(C)Cc1nc(Nc2ccccc2C#N)c2nnn(Cc3ccccc3)c2n1	-6	-12	26	2	34	8	10	21	-5	1	5
25	Cc1ccc(-c2cn(-c3ccccc3)c(=S)[nH]2)cc1C	-1	-58	50	37	-97	68*	-80	-117	-23	-37	-44
26	CCOc1ccc(OCCC(=O)NNC(=O)c2ccccc2Cl)cc1	24	-3	2	18	-4	4	8	-3	-10	-9	9
27	COc1ccc(-c2oc3cccnc3c2C#CC2(O)CCCCC2)cc1	20	-10	-6	17	19	7	4	15	-20	7	-3
28	COc1cc2nc(-c3cccs3)oc(=O)c2cc1OC	-1	4	-17	6	-3	-26	7	-3	17	-11	7
29	CNc1cccc(-c2ccc(C(C)=O)s2)n1	-24	-92	-64	9	-100	-27	-106	-28	7	nt	-21
30	Cc1sc(-c2ccncc2)nc1OC(=O)c1ccccc1	-9	-10	18	-2	11	9	13	-3	4	-4	-6

An excerpt from above, reduced to EBV LMP1 NFkB, NR5A2 inv ag and KKLEB tox.
nr	compound	EBV LMP1 NFkB	NR5A2 inv ag	KKLEB tox
10	CC1CCN(Cc2nc(-c3ccc(Cl)cc3)no2)CC1	-9	-16	-11
11	CCOC(=O)c1ccc(NC(=O)C2CCN(S(=O)(=O)c3c(C)nn(C)c3C)CC2)cc1	-3	-7	-16
12	Cc1ccccc1NC(=O)Nc1ccccc1C(N)=O	-2	33	6
13	Cc1cc(C(=O)CCl)c(C)n1-c1c(C)n(C)n(-c2ccccc2)c1=O	14	8	6
14	COc1ccccc1Nc1nc(-c2ccccc2O)nc2ccccc12	-3	15	-5

4 structures from above, arranged by formula weight, largest number first.
no.	smiles	CF NFkB block	NCOA1 inh	TROY NFkB inh	C8 TRAIL sens	NR5A2 inv ag	TWEAK Fn14 block	NCOA3 inh	Shn3 3UTR inh	KKLEB tox	EBV LMP1 NFkB	NR2F2 inh
4	O=[N+]([O-])c1cc(S(=O)(=O)N2CCCCC2)ccc1NCc1cccc(Cl)c1	0	-7	1	2	4	21	6	8	4	-14	2
19	O=C1CN2NC(=S)N(c3ccc(Cl)cc3)C2=CN1c1ccc(Cl)cc1	8	-35	-6	25	5	-2	-19	-9	7	-9	18
13	Cc1cc(C(=O)CCl)c(C)n1-c1c(C)n(C)n(-c2ccccc2)c1=O	39	-32	3	5	8	24	22	1	6	14	-6
12	Cc1ccccc1NC(=O)Nc1ccccc1C(N)=O	-11	4	12	-7	33	-18	11	-15	6	-2	5

Results in sequence from the entries so far.
Entries 5 to 12 in Shn3 3UTR inh, in turn: 19, nt, 33, -11, 11, -18, 17, -15
Entries 5 to 12 in NR5A2 inv ag, in turn: -21, 3, 4, 2, 0, -16, -7, 33

The list goes on:
no.	smiles	CF NFkB block	NCOA1 inh	TROY NFkB inh	C8 TRAIL sens	NR5A2 inv ag	TWEAK Fn14 block	NCOA3 inh	Shn3 3UTR inh	KKLEB tox	EBV LMP1 NFkB	NR2F2 inh
31	O=C(NC(=O)c1cnccc1C(F)(F)F)Nc1ccccc1	-7	-24	-16	-7	-17	7	10	13	-9	2	-5
32	Cc1cccc(C(=O)NNC(=O)CCCCC(=O)NNC(=O)c2cccc(C)c2)c1	-6	8	-6	-21	7	-1	-7	6	10	-1	8
33	CNc1ncnc2c1ncn2[C@H]1CN(Cc2ccc(-c3ccccc3)cc2)C[C@@H](CO)O1	-5	-1	9	4	11	20	-23	-9	-6	nt	10
34	CCc1cccc2sc(NC(=O)c3ccc(N4C(=O)CCC4=O)cc3)nc12	1	9	15	-3	14	-15	0	1	14	2	8
35	CCCCCC(=O)Nc1cccc(C2=NOC3(C2)C[C@@H](C(N)=O)N(C(=O)C2(C)CC2)C3)c1 (stereo partly drawn)	-23	-5	-3	-2	3	-10	-4	-15	20	4	0
36	Cc1cc(NC(=O)Nc2ccccc2)n(-c2ccccc2)n1	10	-10	0	-4	-1	-4	-2	8	-3	5	6
37	CCOC(=O)c1cccc(C2=CC(=O)CC(C)(C)C2)c1	2	-7	-13	-1	44	-13	-34	-13	6	-3	-9
38	O=C1N/C(=C/c2ccsc2)C(=O)N1c1ccccc1	-21	-41	-57	5	-61	-29	-32	-50	6	3	-32
39	Cc1cc(C(=O)COC(=O)C2CC2)c(C)n1-c1ccc(F)cc1	-1	43	90*	32	-6	95*	46	-25	9	34	56*
40	NC(=O)NC(=O)COC(=O)/C=C/c1cccc(Br)c1	-11	10	4	1	13	-5	-1	-1	11	1	18
41	CCn1c(COc2cccc(OC)c2)nnc1SCC(=O)Nc1ccccc1C(=O)OC	4	-14	9	1	-11	21	10	6	-4	-1	12
42	CN(C)C(=O)COC(=O)c1cccc(S(=O)(=O)N2CC3(C)CC2CC(C)(C)C3)c1 (stereo not drawn)	-8	2	9	13	-5	-3	23	3	10	3	4
43	COc1ccc(C(=O)c2[nH]c(N)c(C(=O)NCCc3c[nH]c4ccccc34)c2-c2ccc(OC)c(OC)c2)cc1	nt	nt	-7	-5	-2	25	nt	nt	nt	nt	2
44	Cc1ccccc1-c1nc(CS(=O)(=O)CC(=O)NCCc2ccccc2)c(C)o1	6	-3	0	-4	-3	4	16	-1	12	3	-6
45	Cc1ccccc1C(=O)NC1CCN(CC(=O)Nc2ccccc2Cl)CC1	-17	8	5	-5	-20	-5	-3	5	3	0	4
46	CC(=O)c1cccc(S(=O)(=O)Nc2ccc3nc(C)sc3c2)c1	12	0	11	-6	10	-2	23	63	0	2	24
47	Cc1cccc(-n2c(O)c(C=Nc3ccccc3N)c(=O)[nH]c2=O)c1	7	-106	-38	-2	-131	-9	-78	-35	-23	-9	-69
48	O=C(Oc1cccc(-n2cnnn2)c1)C1CCCCC1	13	5	-7	-11	9	12	2	-1	0	0	-3
49	Cn1c(CNC(=O)CCNC(=O)c2ccccc2)cc(=O)n(C)c1=O	-16	0	2	-6	-6	13	-7	-1	8	1	12
50	Cn1nc(C(=O)Nc2cccc(S(=O)(=O)N3CCOCC3)c2)c2ccccc2c1=O	-54	-9	0	5	-17	4	6	19	-4	-21	-52
